Sm TGR block: blocks Schistosoma mansoni thioredoxin glutathione reductase; Q962Y6; purified TGR, DTNB reduction, TNB absorbance 405 nm; Potency, µM (top dose mostly 114 µM), inactives show at the highest dose activity change, negative = inhibition, usual class: inhibitors; hit rate 3% among 360,000; AID 485364; note: potency is the fitted concentration of half-maximal effect; nearly all actives have a fitted effect of over 60% in size
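First, TGR (20 nM dispensed) and NADPH were mixed with compound. Second, a 15 min room-temperature incubation followed. Third, further NADPH and then DTNB were added to start the reaction. Finally, TNB absorbance was monitored kinetically.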
AMA1-RON2 inh: inhibitors of Plasmodium falciparum AMA1-RON2 interaction; AlphaScreen AMA1-biotinylated RON2 peptide binding; Potency, µM (series often up to 58.2 µM), for inactives: at the top dose activity change, negative = inhibition, actives largely listed as inhibitors; hit rate 0.2% among 360,000;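 note: potency is the fitted concentration of half-maximal effect; 0% = vehicle wells and -100% = peptide control; nearly all actives have a fitted effect of over 45% in size; some results filed as inactive show a strong effect at the top dose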
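AMA1 (3D7) with his tag at 25 nM final met compounds first, then biotinylated RON2 peptide at 25 nM; detection used donor plus acceptor beads, 10 µg/mL apiece, read by AlphaScreen after 30 min at room temperature.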
AmpC detergent: inhibitors of E. coli AmpC beta-lactamase with detergent; Potency, µM (doses to about 114 µM), without a hit: at the top dose activity change, negative = inhibition, most hits filed as inhibitors; hit rate 0.041% among 370,000; P00811; AmpC hydrolysis of nitrocefin, absorbance 480 nm, 0.01% Triton;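 note: potency is the fitted concentration of half-maximal effect; 0% = no-compound wells and -100% = no-enzyme wells; nearly all actives have a fitted effect of over 25% in size; some results filed as inactive show a strong effect at the top dose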
Target sequence (P00811 whole entry, looked up): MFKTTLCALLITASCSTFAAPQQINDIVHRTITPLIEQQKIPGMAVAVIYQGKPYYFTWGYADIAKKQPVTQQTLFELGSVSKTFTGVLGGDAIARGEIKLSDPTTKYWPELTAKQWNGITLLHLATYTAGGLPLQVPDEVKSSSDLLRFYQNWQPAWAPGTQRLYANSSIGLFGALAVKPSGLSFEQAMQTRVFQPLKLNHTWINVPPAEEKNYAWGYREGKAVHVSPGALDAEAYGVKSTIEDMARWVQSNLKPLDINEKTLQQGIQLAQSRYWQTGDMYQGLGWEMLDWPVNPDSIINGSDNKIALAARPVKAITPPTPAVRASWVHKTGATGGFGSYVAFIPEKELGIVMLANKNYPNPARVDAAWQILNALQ
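AmpC (5.3 nM in the dispensed reagent) in 20 mM phosphate pH 7.0 with 0.01% (detergent screen) or 0.0001% Triton X-100 was preincubated with compounds for 15 min at room temperature. Nitrocefin was then added from an 800 uM solution, and hydrolysis was followed at 480 nm.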
HCMV inh: blocks human cytomegalovirus replication; HFF cells, HCMV-luciferase reporter, 72 h; hits give low values; activity change, negative = inhibition, % at 57.5 µM; hit rate 4.5% among 410,000; AID 1259415; in the data active = activity change below about -60%; inconclusive = no clear call, values can overlap the other calls; inactive = above about -39%
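Inhibition of viral replication was scored as loss of reporter luminescence in HFFs infected with HCMV-luciferase (MOI 1 PFU/cell) for 72 h; compounds tested at 2 doses, normalized to buffer and Salinomycin controls.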
HCV inhibitor: inhibitors of hepatitis C virus infection; AID 651820; Potency, µM (titrated, usually from 41.8 µM), inactives show top-dose activity change, negative = inhibition, most hits filed as inhibitors; hit rate 3.4% among 340,000; Huh7.5.1 HCVcc-Cre infection, luciferase reporter, 44 h; note: potency is the fitted concentration of half-maximal effect
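HCVcc-Cre virus at an moi near 0.5 was added right after compound to cells cultured 4 h from seeding (1,000 cells/well). Luciferase activity was determined 44 h later, 15 min after substrate addition at RT.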
Giardia FBPA inh: Giardia lamblia aldolase inhibition; hit rate 0.71% among 290,000; A8B2U2; Potency, µM (doses to about 59.6 µM), without a hit: top-dose activity, negative = inhibition, most hits filed as inhibitors; purified Giardia FBPA; note: potency is the fitted concentration of half-maximal effect; nearly all actives have a fitted effect of over 55% in size
Target sequence (A8B2U2 whole entry, looked up): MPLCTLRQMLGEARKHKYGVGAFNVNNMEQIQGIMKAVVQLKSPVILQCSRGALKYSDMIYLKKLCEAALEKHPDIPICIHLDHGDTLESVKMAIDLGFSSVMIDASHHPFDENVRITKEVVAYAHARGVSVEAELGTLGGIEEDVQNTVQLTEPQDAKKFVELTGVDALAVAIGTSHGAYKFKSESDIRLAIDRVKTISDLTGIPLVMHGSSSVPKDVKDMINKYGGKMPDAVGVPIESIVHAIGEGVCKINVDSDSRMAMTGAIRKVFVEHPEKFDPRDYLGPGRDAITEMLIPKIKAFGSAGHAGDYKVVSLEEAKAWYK
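40 nM FBPA preincubated 10 min at RT with compound (up to 57.5 uM final), then substrate plus GAPDH/TPI/NAD/arsenate coupling and diaphorase/resazurin added. Fluorescence read after 20 min at RT, 525/598 nm.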
Active calls of the source: *; & = joins results of further samples; [ ] = dose if it differs, or a comment. Unless noted, calls come from the whole dose curve; as a rule, active = well fitted curve in the direction sought with a large enough effect; inconclusive = small, poorly fitted or top-dose-only effect, or another doubt; inactive = no such curve, though single readings can be large; an effect the other way counts as inactive or inconclusive. Unless noted, % is set by controls: 0 for no effect and ±100 for the full control effect.

Screening O=C(CSS(=O)(=O)O)N1CCN(C(=O)c2ccoc2)CC1 returned Sm TGR block 6%, AMA1-RON2 inh 9%, AmpC detergent 1%, HCMV inh 0, HCV inhibitor 2% and Giardia FBPA inh -4%.
COc1ccc(CN(CCN(C)C)Cc2ccccc2)c(OC)c1 was read as Sm TGR block -11%, AMA1-RON2 inh inconclusive, AmpC detergent -8%, HCMV inh -12, HCV inhibitor -5% and Giardia FBPA inh -20%.
Cc1ccc(C(=O)OCc2nnc(-c3ccccc3)o2)cc1S(=O)(=O)N1CCOCC1 was read as Sm TGR block -5%, AMA1-RON2 inh 1%, AmpC detergent inconclusive, HCMV inh -5 and HCV inhibitor 5%.
For O=C(CN1CCN(CC(=O)Nc2ccccc2Cl)CC1)Nc1ccc2c(c1)OCCO2 the results were Sm TGR block 5%, AMA1-RON2 inh 0%, AmpC detergent -18%, HCMV inh -7, HCV inhibitor 0% and Giardia FBPA inh -11%.
For Cc1ccc(CNC(=O)C(C)n2ccc3cc(S(=O)(=O)N4CCCC4)ccc32)cc1 (configuration not stated) the results were Sm TGR block -1%, AmpC detergent -7% and HCMV inh -28.
For COc1ccc2c(c1)c(C(=O)O)c(C)n2CC(C)C the results were Sm TGR block -4%, AMA1-RON2 inh 13%, AmpC detergent 7%, HCMV inh 49, HCV inhibitor inconclusive and Giardia FBPA inh 5%.
`Cc1ccc(-n2nc3cc(C)c(NC(=O)c4cccnc4)cc3n2)cc1` gave Sm TGR block -7%, AMA1-RON2 inh 17%, AmpC detergent -1%, HCMV inh 66, HCV inhibitor 1% and Giardia FBPA inh 2%.
Screening CCc1ccc(NC(=O)CSC2=C(C#N)C(c3ccc4c(c3)OCO4)CC(=O)N2)cc1 (configuration not stated) returned AMA1-RON2 inh -10%, HCMV inh -77* and HCV inhibitor 11µM*.
Cc1ccc2c(c1)CCCN2CC(=O)Nc1cc(S(=O)(=O)N2CCCC2)ccc1Cl was read as Sm TGR block -16%, AMA1-RON2 inh -9%, AmpC detergent 0%, HCMV inh 2 and HCV inhibitor inconclusive.
CCOC(=O)c1c(C)[nH]c(C(=O)CN2C(=O)NC(CC)(c3ccccc3)C2=O)c1C (configuration not stated) was read as Sm TGR block 6%[11.4 µM], AMA1-RON2 inh -5%, AmpC detergent -10%, HCMV inh 1, HCV inhibitor inconclusive and Giardia FBPA inh 0%.
`CCC(C(=O)NC1CCCCC1)N(C(=O)c1snc(C(N)=O)c1N)c1ccc(OC)cc1OC` (configuration not stated) gave Sm TGR block 2%, AMA1-RON2 inh 5%, AmpC detergent 1%, HCMV inh -10 and HCV inhibitor inconclusive.
For CCOC(=O)C1CCCN(C(=O)c2ccc(NC(=O)CC3SC(N4CCCC4)=NC3=O)cc2)C1 (configuration not stated) the results were Sm TGR block 3%, AMA1-RON2 inh -1%, AmpC detergent inconclusive, HCMV inh 17 and HCV inhibitor 0%.
COc1ccc(NC(=O)CC2C(=O)N(c3ccccc3)C(=O)N2CCc2cccs2)cc1 (configuration not stated) was read as Sm TGR block 1%, AMA1-RON2 inh -1%, AmpC detergent -9%, HCMV inh -26, HCV inhibitor 13% and Giardia FBPA inh 1%.
`CSc1nsc(SC)c1NC(=O)Nc1ccccn1` gave Sm TGR block 0%, AMA1-RON2 inh 4%, AmpC detergent -13%, HCMV inh -11 and HCV inhibitor -20%.
Screening COc1ccccc1CN1C(=O)CN(C2CCCCCC2)C(=O)C1c1ccc(F)cc1 (configuration not stated) returned Sm TGR block 12%&13%, AMA1-RON2 inh 0%, AmpC detergent 6%&-12%, HCMV inh -10&-19, HCV inhibitor inconclusive and Giardia FBPA inh 3%.

Among those listed so far, 2 contain a Cl atom:
For O=C(CN1CCN(CC(=O)Nc2ccccc2Cl)CC1)Nc1ccc2c(c1)OCCO2 the results were Sm TGR block 5%, AMA1-RON2 inh 0%, AmpC detergent -18%, HCMV inh -7, HCV inhibitor 0% and Giardia FBPA inh -11%.
Cc1ccc2c(c1)CCCN2CC(=O)Nc1cc(S(=O)(=O)N2CCCC2)ccc1Cl was read as Sm TGR block -16%, AMA1-RON2 inh -9%, AmpC detergent 0%, HCMV inh 2 and HCV inhibitor inconclusive.

(list continues)
Screening Cn1c(=O)c2c(nc3n2CC(COc2ccc(Cl)cc2)O3)n(C)c1=O (configuration not stated) returned Sm TGR block -3%, AMA1-RON2 inh -6%, AmpC detergent 2%, HCMV inh 9, HCV inhibitor -26% and Giardia FBPA inh 7%.
CC1=C(C(=O)Nc2cc(Cl)ccc2C)C(c2ccccc2F)n2ncnc2N1 (configuration not stated) was read as Sm TGR block -1%, AmpC detergent 7% and HCMV inh 1.
FC(F)(F)c1cc(CCN2CCNC[C@H]2Cc2cccc3ccccc23)cc(C(F)(F)F)c1 was read as Sm TGR block 8%, AMA1-RON2 inh -9%, AmpC detergent -15%, HCMV inh -80* and HCV inhibitor inconclusive.
Screening COc1cccc(N2CCN(S(=O)(=O)c3ccc4[nH]c5c(c4c3)CCCC5)CC2)c1 returned Sm TGR block 11%, AmpC detergent 3% and HCMV inh -17.
CCOC(=O)CN1C(=O)S/C(=C/C=C/c2ccc(N(C)C)cc2)C1=O was read as Sm TGR block -7%, AMA1-RON2 inh inconclusive, AmpC detergent inconclusive, HCMV inh 47, HCV inhibitor inconclusive and Giardia FBPA inh 1%.
`Cc1ccc(C23CC4CC(CC(C(=O)NCC(=O)O)(C4)C2)C3)cc1` gave Sm TGR block -8%, AMA1-RON2 inh 16%, AmpC detergent -1%, HCMV inh 8, HCV inhibitor 15% and Giardia FBPA inh 13%.
`Cc1cc(C)c(C#N)c(N2CCCC2)n1` gave Sm TGR block -6%, AMA1-RON2 inh 8%, AmpC detergent -2%, HCMV inh 52, HCV inhibitor -5% and Giardia FBPA inh -1%.
`Cc1cc(C)c(C#N)c(OCC(=O)Nc2ccccc2)n1` gave Sm TGR block 6%, AMA1-RON2 inh 10%, AmpC detergent 5%, HCV inhibitor 10% and Giardia FBPA inh 0%.
`C/C(=N\Nc1ccc(F)cc1F)c1ccc(F)cc1` gave Sm TGR block inconclusive, AmpC detergent 0% and Giardia FBPA inh 0%.
Screening CCOC(=O)c1cc(C(C)C)sc1NC(=O)COC(=O)c1nccnc1N returned Sm TGR block 5%, AMA1-RON2 inh 12%, AmpC detergent -7%, HCMV inh -31 and HCV inhibitor inconclusive.
`Cc1cc(C)cc(OCC(=O)NCC2CCCO2)c1` (configuration not stated) gave Sm TGR block 19%, AMA1-RON2 inh 22%, AmpC detergent 3%, HCMV inh -65*, HCV inhibitor 8% and Giardia FBPA inh -2%.
CCOC(=O)C1=NN(C(=O)c2ccc(OC)cc2)C(O)(c2ccc(Cl)cc2)C1 (configuration not stated) was read as Sm TGR block 8%, AMA1-RON2 inh 62%[activator], AmpC detergent -13%, HCMV inh -29, HCV inhibitor -23% and Giardia FBPA inh 21%.
C=C(C)C1Cc2c(C)nn(-c3ccccc3)c2C1 (configuration not stated) was read as Sm TGR block 0%, AMA1-RON2 inh 13%, AmpC detergent -9%, HCMV inh 0, HCV inhibitor -2% and Giardia FBPA inh 1%.
For C=CCN(Cc1nc(-c2cc(OC)c3c(c2)OCO3)oc1C)C1CCS(=O)(=O)C1 (configuration not stated) the results were Sm TGR block 5%, AMA1-RON2 inh -4%, AmpC detergent 4%, HCMV inh -25, HCV inhibitor -28% and Giardia FBPA inh 0%.
C/C(=C(/CCO)SSCC1CCCO1)N(C=O)Cc1cnc(C)nc1N (configuration not stated) was read as Sm TGR block -16%, AMA1-RON2 inh -9%, AmpC detergent -9%, HCMV inh -35 and HCV inhibitor -1%.
`CCc1nccn1CCC(=O)N1CCc2c([nH]c3ccccc23)C1CC(C)C` (configuration not stated) gave Sm TGR block -2%, AMA1-RON2 inh -15%, AmpC detergent 4%, HCMV inh 0, HCV inhibitor -11% and Giardia FBPA inh 2%.
Screening COC(=O)C1C(=O)C2=C(CC1C)NC(C)=C(C(=O)OC1CCCC1)C2c1ccc(N(C)C)cc1 (configuration not stated) returned Sm TGR block 3%, AMA1-RON2 inh -12%, AmpC detergent -16%, HCMV inh 28, HCV inhibitor 9% and Giardia FBPA inh -13%.
Screening CCN(CC)S(=O)(=O)c1ccc(NS(=O)(=O)c2ccc(OC)c([N+](=O)[O-])c2)cc1 returned Sm TGR block -18%, AMA1-RON2 inh 18%, AmpC detergent -13%, HCMV inh 19, HCV inhibitor 12% and Giardia FBPA inh 12%.
O=C(C1CCCO1)N1CCN(C(=S)Nc2ccc(F)cc2)CC1 (configuration not stated) was read as Sm TGR block 1%, AMA1-RON2 inh 4%, AmpC detergent -5%, HCMV inh -24, HCV inhibitor 4% and Giardia FBPA inh -3%.
N#CC1(NC(=O)CSc2nc3ncc(Cl)cc3[nH]2)CCCCC1 was read as Sm TGR block 1%, AMA1-RON2 inh -3%, AmpC detergent -5%, HCMV inh -25 and HCV inhibitor 16%.
Screening CCN1CCc2c(sc(N)c2C#N)C1 returned Sm TGR block inconclusive, AMA1-RON2 inh -3%, AmpC detergent inconclusive, HCMV inh inconclusive, HCV inhibitor -2% and Giardia FBPA inh inconclusive.
CN1c2ccccc2C(C)(C)C12CC(c1cccc(S(=O)(=O)N3CCCC3)c1)=NO2 (configuration not stated) was read as Sm TGR block -6%, AMA1-RON2 inh 2%, AmpC detergent inconclusive, HCMV inh -72*, HCV inhibitor inconclusive and Giardia FBPA inh -4%.
Screening CCOc1ccccc1NC(=O)C(=O)N/N=C/c1ccc([N+](=O)[O-])cc1 returned Sm TGR block 0%, AMA1-RON2 inh -8%, AmpC detergent -11%, HCMV inh inconclusive, HCV inhibitor 12% and Giardia FBPA inh 0%.
For CCn1c(/C=C/c2ccccc2)nc2ccccc21 the results were Sm TGR block 10%, AMA1-RON2 inh 24%, AmpC detergent 2%, HCMV inh 63, HCV inhibitor 7.9µM* and Giardia FBPA inh -15%.
Screening O=C(Cc1sc(-c2ccccc2Cl)nc1-c1ccccc1)Nc1ccccc1 returned Sm TGR block 0%, AMA1-RON2 inh 4%, AmpC detergent -2%, HCMV inh -90*, HCV inhibitor -5% and Giardia FBPA inh 4%.
For Cc1sc2ncnc(N3CCC(C(=O)Nc4nnc(SCc5ccccc5F)s4)CC3)c2c1C the results were Sm TGR block -2%, AMA1-RON2 inh -4%, AmpC detergent -11%, HCMV inh -14 and HCV inhibitor 4%.
For Cc1ccc(COc2ccc(C(=O)NN)cc2)cc1 the results were AMA1-RON2 inh 49%[activator], AmpC detergent -1%, HCMV inh 21, HCV inhibitor -12% and Giardia FBPA inh 5%.

Ordered by SMILES length (low to high): 3 of the compounds above
`CSc1nsc(SC)c1NC(=O)Nc1ccccn1` gave Sm TGR block 0%, AMA1-RON2 inh 4%, AmpC detergent -13%, HCMV inh -11 and HCV inhibitor -20%.
Cc1ccc(C(=O)OCc2nnc(-c3ccccc3)o2)cc1S(=O)(=O)N1CCOCC1 was read as Sm TGR block -5%, AMA1-RON2 inh 1%, AmpC detergent inconclusive, HCMV inh -5 and HCV inhibitor 5%.
Screening COC(=O)C1C(=O)C2=C(CC1C)NC(C)=C(C(=O)OC1CCCC1)C2c1ccc(N(C)C)cc1 (configuration not stated) returned Sm TGR block 3%, AMA1-RON2 inh -12%, AmpC detergent -16%, HCMV inh 28, HCV inhibitor 9% and Giardia FBPA inh -13%.

High-throughput results (PubChem)
